# MsrA inh: inhibits bovine methionine sulfoxide reductase A. purified bovine MsrA, absorbance read-out. inhibition, % at 15.5 µM. actives 0.75% (n = 360,000); in the data active = inhibition above about 4.5%;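 note: 0% = vehicle wells with enzyme and 100% = reference inhibitor wells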
# MT1-MMP act inh: inhibitors of human MT1-MMP activation | actives 0.061% (n = 360,000) | AID 651647 | HT1080 RFP-PRO-GFP cells, GFP/RFP ratio fluorescence, overnight; percent of plate control window, DMSO zero | P50281 | GFP/RFP ratio change, % at 20 µM;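 active = GFP/RFP ratio change of at least 30% with cell ATP level not reduced by more than half and red fluorescence within 50% of control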; note: strong numbers were not always called active
#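 Compound: 20 µM single dose, 1% DMSO / System: HT1080 RFP-PRO-GFP cells / Controls: DMSO and RFP-L50D-GFP cell wells / Read-out basis: GFP/RFP fluorescence ratio / Schedule: overnight compound exposure at 37 °C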
# bovine MsrA act: activates bovine MsrA enzyme; activation, % at 10.6 µM; purified bovine MsrA, absorbance read-out; actives 0.3% (n = 360,000); in the data active = activation above about 7.5%;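 note: 0% = vehicle and 100% = reference activator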
# E coli Lon inh: inhibitors of E. coli Lon protease | P0A9M0 | purified E. coli Lon protease, fluorescence polarization | inhibition, % at 7.94 µM | actives 0.42% (n = 360,000); in the data active = inhibition above about 13%, passing the limit was not always enough;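 note: 0% = enzyme with probe and DMSO and 100% = no enzyme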
# FAS TE block: inhibitors of human fatty acid synthase thioesterase domain; P49327; recombinant FAS-TE, OMFH fluorogenic substrate, fluorescence endpoint; inhibition, % at 15 µM; actives 0.67% (n = 360,000); AID 602261;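 active = compounds whose normalised, plate-corrected inhibition of enzyme fluorescence in the single-dose primary screen is 50% or more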;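 note: 0% = DMSO with enzyme and 100% = substrate without enzyme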
# Target sequence (P49327 whole entry, looked up, the tested form may be a part): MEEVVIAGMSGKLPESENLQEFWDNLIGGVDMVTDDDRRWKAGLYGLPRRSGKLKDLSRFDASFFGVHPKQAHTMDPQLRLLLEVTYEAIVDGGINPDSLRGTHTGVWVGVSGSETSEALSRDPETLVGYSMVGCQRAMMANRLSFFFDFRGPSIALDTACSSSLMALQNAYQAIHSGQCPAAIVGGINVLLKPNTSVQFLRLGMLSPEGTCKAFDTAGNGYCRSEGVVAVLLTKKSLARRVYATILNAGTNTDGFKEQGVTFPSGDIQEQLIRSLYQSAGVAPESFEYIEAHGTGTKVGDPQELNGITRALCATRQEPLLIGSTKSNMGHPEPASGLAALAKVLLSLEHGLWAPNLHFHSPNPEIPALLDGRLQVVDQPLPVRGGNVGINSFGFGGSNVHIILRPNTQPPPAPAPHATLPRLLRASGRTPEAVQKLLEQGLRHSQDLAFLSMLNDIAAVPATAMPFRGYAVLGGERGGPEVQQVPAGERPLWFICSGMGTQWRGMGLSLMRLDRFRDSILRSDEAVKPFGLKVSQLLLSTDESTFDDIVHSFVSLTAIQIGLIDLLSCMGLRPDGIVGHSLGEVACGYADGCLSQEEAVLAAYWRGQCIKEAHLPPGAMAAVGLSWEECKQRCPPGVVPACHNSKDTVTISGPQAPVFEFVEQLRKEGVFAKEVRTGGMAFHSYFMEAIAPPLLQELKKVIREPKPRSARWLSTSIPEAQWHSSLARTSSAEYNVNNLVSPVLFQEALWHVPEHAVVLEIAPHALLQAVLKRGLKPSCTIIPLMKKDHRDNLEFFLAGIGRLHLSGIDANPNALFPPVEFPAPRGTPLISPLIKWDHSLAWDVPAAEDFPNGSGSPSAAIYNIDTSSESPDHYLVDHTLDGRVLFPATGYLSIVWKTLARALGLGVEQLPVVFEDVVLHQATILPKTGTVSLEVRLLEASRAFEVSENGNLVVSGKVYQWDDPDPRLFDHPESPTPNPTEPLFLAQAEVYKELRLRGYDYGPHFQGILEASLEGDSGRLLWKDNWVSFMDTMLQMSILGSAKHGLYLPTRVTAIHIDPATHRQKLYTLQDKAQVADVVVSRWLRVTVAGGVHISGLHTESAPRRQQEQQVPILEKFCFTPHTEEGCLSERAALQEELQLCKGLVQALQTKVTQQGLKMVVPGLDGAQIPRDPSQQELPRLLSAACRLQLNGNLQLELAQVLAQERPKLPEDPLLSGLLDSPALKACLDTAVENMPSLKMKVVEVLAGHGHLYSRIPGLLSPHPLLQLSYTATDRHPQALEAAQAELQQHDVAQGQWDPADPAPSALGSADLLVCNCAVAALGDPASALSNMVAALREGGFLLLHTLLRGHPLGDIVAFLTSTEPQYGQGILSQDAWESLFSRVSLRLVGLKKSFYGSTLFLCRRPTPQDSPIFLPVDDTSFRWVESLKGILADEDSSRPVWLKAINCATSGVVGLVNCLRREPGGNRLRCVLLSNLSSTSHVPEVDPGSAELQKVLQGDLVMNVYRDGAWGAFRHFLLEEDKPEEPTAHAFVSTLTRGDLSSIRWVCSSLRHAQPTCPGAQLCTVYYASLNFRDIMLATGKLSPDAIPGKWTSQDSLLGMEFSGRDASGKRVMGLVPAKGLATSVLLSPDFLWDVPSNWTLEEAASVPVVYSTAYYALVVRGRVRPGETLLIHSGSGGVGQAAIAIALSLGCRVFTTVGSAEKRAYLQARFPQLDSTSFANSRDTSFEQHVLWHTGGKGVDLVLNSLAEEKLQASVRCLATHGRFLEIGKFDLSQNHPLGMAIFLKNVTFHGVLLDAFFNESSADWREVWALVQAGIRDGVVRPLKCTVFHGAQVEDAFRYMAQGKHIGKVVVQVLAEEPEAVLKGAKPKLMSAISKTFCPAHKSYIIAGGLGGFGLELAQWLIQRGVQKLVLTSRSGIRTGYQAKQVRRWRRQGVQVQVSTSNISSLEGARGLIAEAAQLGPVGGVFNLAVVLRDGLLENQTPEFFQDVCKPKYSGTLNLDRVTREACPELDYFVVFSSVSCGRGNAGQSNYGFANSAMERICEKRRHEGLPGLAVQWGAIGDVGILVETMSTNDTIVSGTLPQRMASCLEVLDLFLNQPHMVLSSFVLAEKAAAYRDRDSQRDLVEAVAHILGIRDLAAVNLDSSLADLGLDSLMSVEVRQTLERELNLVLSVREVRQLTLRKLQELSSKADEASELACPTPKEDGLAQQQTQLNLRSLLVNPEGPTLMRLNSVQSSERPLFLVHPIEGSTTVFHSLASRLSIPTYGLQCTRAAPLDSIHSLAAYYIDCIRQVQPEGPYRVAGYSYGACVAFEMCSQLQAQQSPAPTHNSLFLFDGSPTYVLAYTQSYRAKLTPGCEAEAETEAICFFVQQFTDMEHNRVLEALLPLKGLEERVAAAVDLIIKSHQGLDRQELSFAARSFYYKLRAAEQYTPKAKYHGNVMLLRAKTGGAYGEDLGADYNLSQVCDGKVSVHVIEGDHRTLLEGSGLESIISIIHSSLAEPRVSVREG
# CSN deneddyl inh: inhibitors of human CSN-mediated cullin deneddylation; Q92905; Purified CSN, SCF-Nedd8-OG deneddylation, fluorescence polarization; inhibition, % at 12.5 µM; actives 0.38% (n = 360,000); AID 651999;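 active = pattern-corrected inhibition above about 35%, with an unprinted fluorescence ratio check between 0.5 and 1.5, limit read from the data, passing the limit was not always enough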;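 note: 0% = enzyme with substrate and 100% = substrate without enzyme; some results filed as inactive read as strong as hits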
#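 Test system: Human Csn5 produced in HEK293T cells | Compound: 12.5 µM single point | Times: 90 min, room temperature | Signal: Fluorescence polarization readout | Read-out basis: % inhibition of substrate cleavage by Csn5 | Controls: no-enzyme wells high, enzyme-with-substrate wells low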
# Rin1 Abl inh: blocks binding of human Rin1 to Abl; inhibition, % at 7.35 µM; AID 588664; actives 0.4% (n = 360,000); TR-FRET Rin1/Abl binding, biochemical; in the data active = inhibition above about 5%, passing the limit was not always enough
# MLLE-PAM2 inh: blocks PAM2 peptide binding to the PABP1 MLLE domain. P11940. GST-MLLE / FITC-PAM2 fluorescence polarization. inhibition, % at 20 µM. actives 0.36% (n = 360,000). AID 588489; in the data active = inhibition above about 35%, passing the limit was not always enough;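 note: plate controls were DMSO wells with GST-MLLE for no effect and wells lacking GST-MLLE protein for full effect; some results filed as inactive read as strong as hits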
# Rpn11 block: inhibitors of human proteasome Rpn11. human 26S proteasome, Ub4-pepOG fluorescence polarization; 20S core pre-blocked with epoxomicin. calls only at 20 µM. actives 0.59% (n = 360,000). AID 588493;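 active = inhibition at 20 µM, scaled to each plate's controls, above about 33%, limit read from the data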
# Starred values were filed as active, the others as inactive; i = inactive; / = no result given; + = active, no number.
SMILES,MsrA inh,MT1-MMP act inh,bovine MsrA act,E coli Lon inh,FAS TE block,CSN deneddyl inh,Rin1 Abl inh,MLLE-PAM2 inh,Rpn11 block
CC1CCCN(S(=O)(=O)c2ccc(-c3ccc(=O)[nH]n3)o2)C1 (configuration not stated),-0.2,1,-1,5,-4,5,-1,-6,i
Nc1nc(Cn2nnc(-c3ccccc3F)n2)nc(N2CCOCC2)n1,-1.0,1,-3,-8,-4,5,-1,-6,i
COc1cccc(C(=O)NC(=S)Nc2ccc(N3CCCC3)cc2)c1,0.4,1,-4,1,12,3,0,22,i
Cc1cc(Nc2ccc3c(c2)OCCO3)c2cc(Cl)ccc2n1,1.3,-2,-7,4,-7,-12,-5,2,i
CC1=NN(c2ccc(C)c(C)c2)C(=O)/C1=C/c1ccc2c(c1)n(C)c(=O)n2C,-0.8,-1,-2,-4,-18,-1,4,13,i
CCN(CC)CCN(Cc1cc2ccc(C)cc2[nH]c1=O)C(=O)NC1CCCCC1,3.7,-1,-3,-3,0,-1,3,-2,i
CCCCn1c(SCC(=O)NC2CC2)nc2cc(C(=O)OC)ccc2c1=O,0.9,3,-3,-11,2,2,-2,1,i
COc1ccc(Cl)cc1NC(=O)CN(C)C(=O)c1cc2c(s1)CCC(C)C2 (configuration not stated),-0.2,-2,1,-5,32,0,4,9,i
O=C(Nc1ccc(Cl)c(Cl)c1)Nc1nnc(-c2ccncc2)s1,-1.4,-14,-4,11,5,22,-1,-6,+
O=C(O)c1ccc(N/N=C/C=C/c2ccccc2)cc1,4.2,3,-8,-9,-1,1,-1,-1,i
COc1cccc(CCC(=O)N(C)C2CCCN(Cc3ccccc3F)C2)c1 (configuration not stated),-1.1,3,-7,-9,-8,1,-2,7,i
CCCCOC(=O)c1cc(=O)[nH]c(=O)[nH]1,-0.5,2,0,4,1,1,-2,-5,i
CCOC(CCn1c(SCC(=O)Nc2cc(C)on2)nc2ccccc2c1=O)OCC,0.6,1,-10,-6,-10,0,9.4*,25,i
CCOc1ncccc1C(=O)NCCN1C(=O)S/C(=C/c2cccs2)C1=O,2.5,0,-10,3,23,3,-1,18,i
Cc1nnc(NC(=O)CN2CCN(Cc3ccccc3Cl)CC2)s1,-0.6,1,-1,-10,-4,1,4,-5,i
O=C(/C=C/c1cccs1)NCc1ccccc1,0.8,0,-2,-6,-3,-1,-5,2,i
CN([C@@H](C(=O)OC(C)(C)C)c1ccccc1)S(=O)(=O)c1cccc(S(=O)(=O)N(C)[C@@H](C(=O)OC(C)(C)C)c2ccccc2)c1,-0.7,8,-5,8,13,-4,1,6,i
Cc1cc(O)c2c(c1)CC1C3CCC4CC(=O)CCC4(C)C3CC(=O)C21C (configuration not stated),-1.4,9,-2,6,50,-1,1,1,i
Cc1ccc(Cl)cc1-n1ncc2c(NNC(=O)c3ccco3)ncnc21,1.1,4,5,-15,-4,4,-4,-13,i
CC(=O)c1cccc(NC(=O)CCNS(=O)(=O)c2cccc3nonc23)c1,-0.2,-3,-4,-5,-3,1,4,9,i

# By substructure: the compounds so far containing two or more sulfur atoms
SMILES,MsrA inh,MT1-MMP act inh,bovine MsrA act,E coli Lon inh,FAS TE block,CSN deneddyl inh,Rin1 Abl inh,MLLE-PAM2 inh,Rpn11 block
CCOc1ncccc1C(=O)NCCN1C(=O)S/C(=C/c2cccs2)C1=O,2.5,0,-10,3,23,3,-1,18,i
CN([C@@H](C(=O)OC(C)(C)C)c1ccccc1)S(=O)(=O)c1cccc(S(=O)(=O)N(C)[C@@H](C(=O)OC(C)(C)C)c2ccccc2)c1,-0.7,8,-5,8,13,-4,1,6,i

# Going on with the list.
SMILES,MsrA inh,MT1-MMP act inh,bovine MsrA act,E coli Lon inh,FAS TE block,CSN deneddyl inh,Rin1 Abl inh,MLLE-PAM2 inh,Rpn11 block
Cc1noc(C)c1-c1nnc(-c2ccc(OC(F)(F)F)cc2)o1,0.9,-3,-4,4,3,0,1,0,i
COc1ccc(Cl)cc1-c1cc(C(=O)Nc2ccc(C)c(NS(C)(=O)=O)c2)[nH]n1,3.7,-2,0,-2,11,8,-3,4,i
COc1cccc(OCCOc2ccc(/C=C3/SC(=S)NC3=O)cc2)c1,0.7,-6,-1,-25,68*,7,-1,3,i
CNc1ccc(S(=O)(=O)NCC(=O)OC(C)C(=O)N(C)Cc2ccccc2)cc1[N+](=O)[O-] (configuration not stated),-0.6,3,-3,0,-1,-1,-3,15,i
COCCn1c(C)cc(C(=O)CSc2nc3nc(C)cc(C)n3n2)c1C,1.1,5,-8,-4,-7,-12,-2,-12,i
Cc1ccc(C2/C(=C(\O)c3ccc4c(c3)OCCO4)C(=O)C(=O)N2Cc2cccnc2)cc1 (configuration not stated),3.6,0,-2,-25,-3,0,-8,-5,i
O=S(=O)(/N=C(/Nc1ccccc1F)c1ccccc1)c1ccccc1,0.1,-1,-7,-23,-7,-4,0,-7,i
CCOC(=O)[C@]12CCC=C1N(Cc1ccco1)C(=O)[C@H](CC(=O)NCc1ccccc1)C2,-0.7,1,-1,-8,-6,5,/,/,/
CCCc1nc(SCC(=O)N2CCCC2)c2ccccc2n1,0.7,2,-1,-3,-7,-9,-49,22,i
C=CCNc1nc(N)c([N+](=O)[O-])c(N2CCCCCC2)n1,1.3,-5,1,11,0,-1,2,-6,i
CC(C)N(Cc1nc(-c2ccccc2)no1)C(=O)CN1C(=O)c2ccccc2C1=O,0.6,-1,2,-2,5,3,-3,-6,i
CC1CCCN(C(=O)Cn2c(=O)oc3cc(S(=O)(=O)N4CCCCC4C)ccc32)C1 (configuration not stated),-0.3,-1,-6,-2,-9,-1,4,-3,i
Cc1cc([N+](=O)[O-])nn1CCCC(=O)Nc1ccc(Cl)cc1Cl,-1.4,3,-3,5,8,6,-1,-6,i
O=C(N/N=C/c1cccc([N+](=O)[O-])c1)c1c[nH]c2ccccc12,1.3,6,0,0,35,-2,-6,-4,i
COc1ccc(CN2CCN(Cc3cccc4nonc34)CC2CCO)c(C)c1C (configuration not stated),-0.1,3,-2,0,2,4,1,-2,i
c1cc2c3c(cccc3c1)NC1(CCCC1)N2,1.4,4,-3,-14,-5,-1,-5,43*,i
Cc1[nH]n(-c2ccccc2)c(=O)c1C(=O)Nc1ccccc1,-0.6,-5,-4,-5,1,7,-1,4,i
Cc1ccc2c(C(=O)CN3CCCC(C)C3)c(C)[nH]c2c1 (configuration not stated),0.5,3,-2,-11,-3,-6,0,3,i
COc1ccccc1CNC(=S)NC1CCCCC1,0.4,1,-7,-7,3,-2,-5,-53,i
CSc1nc(-c2ccccc2)nc(N2CCOCC2)c1C(C)=O,0.2,-1,-3,-8,12,-2,2,-19,i
COC(=O)c1cn(C(=O)c2cccs2)c2ccccc12,0.4,/,-2,8,20,-1,-4,-14,i
CCCNC(=O)C1(C)CCCN(C(=O)c2ccccc2F)C1 (configuration not stated),0.4,3,-1,5,-3,-2,-4,14,i
CCn1ncc(NC(=S)NCCc2ccc(OC)c(OC)c2)c1C(N)=O,-0.9,-2,0,-5,-6,-1,3,21,i
Cc1ccc2cc(C)c3nnc(SCC(=O)N4CCN(C(=O)c5ccco5)CC4)n3c2c1,0.7,8,-2,4,-3,2,-8,-19,i
CCc1ccc(NC(=O)Cn2cccc2)cc1,-1.5,5,-3,0,-7,5,1,-1,i
COc1cc(CNc2ncnc3c2ncn3[C@H]2CN(CCc3ccccc3)C[C@@H](CO)O2)cc(OC)c1OC,-0.9,-7,-6,-13,-8,-3,4,3,i
Nc1c(N2CCN(c3ccccc3)CC2)c2ccccc2oc1=O,1.2,-13,-4,7,24,-1,-1,5,i
COc1ccc2c(c1)C(=O)CC(c1ccccc1)O2 (configuration not stated),0.2,2,-2,8,8,5,3,-7,i
O=C(N/N=C/c1cc(Br)c(O)c(Br)c1)c1cccc(C(F)(F)F)c1,1.4,2,-8,-2,-13,3,0,1,i
COc1cc(C(=O)N/C(=C/c2ccc(F)cc2)C(=O)NC(C(=O)O)c2ccccc2)cc(OC)c1OC (configuration not stated),-0.3,-3,-1,2,3,-2,1,-9,i
Cc1csc(=O)n1CC(=O)OCC(=O)c1ccc(Br)cc1,0.4,1,-2,-6,2,1,-5,4,i
COc1ccc(C(=O)n2nc(-c3ccc(C)cc3)nc2N)cc1OC,1.3,3,-3,-5,-4,5,2,1,i
CC(=O)Nc1ccc(S(=O)(=O)Nc2nc(C)nc3sc(C)c(C)c23)cc1,-0.6,5,-10,2,-5,-3,1,12,i
CCN(CC)C(=O)c1cc2c(=O)c3cc(F)ccc3oc2nc1C,1.8,-3,-6,-16,-6,2,2,-9,i
C=CCn1c(SCC(=O)Nc2ccc(N3CCOCC3)cc2)nnc1-c1ccncc1,-0.3,1,-2,1,-2,-2,4,-9,i
Cc1ccccc1-c1nc(CS(=O)(=O)CC(=O)N2CCc3ccccc32)c(C)o1,0.1,-1,-1,-9,-1,-2,0,-6,i
Cc1cccc(C)c1NC(=O)CNC(=O)CCC(=O)N1CCOCC1,0.5,-4,-2,5,-4,1,-2,19,i
Cc1cc(C)n(Cc2ccccc2)c(=O)c1S(=O)(=O)c1ccccc1,1.5,0,-6,-11,-3,-6,2,-5,i
Clc1ccc(-c2nnc(N3CCOCC3)o2)cc1,0.5,0,-4,-3,-8,-1,1,2,i
CC(=O)Nc1nc2c(ccc3ccccc32)s1,1.1,0,-2,-6,-6,0,-1,-83,i

# Structures above containing a COOH group:
SMILES,MsrA inh,MT1-MMP act inh,bovine MsrA act,E coli Lon inh,FAS TE block,CSN deneddyl inh,Rin1 Abl inh,MLLE-PAM2 inh,Rpn11 block
O=C(O)c1ccc(N/N=C/C=C/c2ccccc2)cc1,4.2,3,-8,-9,-1,1,-1,-1,i
COc1cc(C(=O)N/C(=C/c2ccc(F)cc2)C(=O)NC(C(=O)O)c2ccccc2)cc(OC)c1OC (configuration not stated),-0.3,-3,-1,2,3,-2,1,-9,i

# Later entries.
SMILES,MsrA inh,MT1-MMP act inh,bovine MsrA act,E coli Lon inh,FAS TE block,CSN deneddyl inh,Rin1 Abl inh,MLLE-PAM2 inh,Rpn11 block
Cc1ccc(C2=NOC(C)(c3nnc(-c4ccncc4)o3)C2)cc1 (configuration not stated),-0.9,7,0,11,-3,1,15*,-3,i
O=C(C[n+]1cc(Br)cc2ccccc21)c1ccccc1,0.9,-26,-1,-116,-10,14,0,-40,/
Cc1ccccc1C(=O)NNC(=O)C1CC(=O)N(c2ccc3c(c2)OCCO3)C1 (configuration not stated),1.4,-2,-3,-2,-5,-3,2,0,i
CC(=O)N1c2ccc(S(=O)(=O)N3CCCCC3)cc2CC1C(=O)NCc1ccccc1C (configuration not stated),1.1,2,0,1,-3,4,-2,5,i
CN(C)c1cccc(C(=O)OCC(=O)NC(=O)NCc2ccccc2)c1,0.2,3,-2,-5,1,3,0,2,i
N/C(Cc1cccs1)=N\OC(=O)COc1ccc(Br)cc1,-0.2,0,-1,-3,20,1,0,-1,i
O=C(COC(=O)/C=C/c1ccco1)NCCN1C(=O)CSC1=O,1.2,-1,-10,-10,-4,5,-1,8,i
Cc1ccccc1CSCC(=O)NNC(=S)NCC1CCCO1 (configuration not stated),-0.6,3,-4,0,2,8,0,-19,i
COc1ccc(NC(=O)CS(=O)CC(=O)Nc2ccc(NC(C)=O)cc2)cc1 (configuration not stated),0.8,-9,-10,-1,-6,9,1,-9,i
CCOC(=O)C1=C(C)NC(C)=C(C(=O)OCC)C1c1ccc(Br)o1,0.9,3,-3,-9,31,0,0,4,i
CCC(=O)N1CCN(c2ccc(NC(=O)c3ccc(N4CCOCC4)c([N+](=O)[O-])c3)cc2)CC1,2.3,3,-5,-11,-1,7,-1,0,i

# Compounds were not picked by outcome; overall some 3.7% were active at least once.
